# Fam108B inh: blocks mouse Fam108B hydrolase in RBBP9 counter-screen; recombinant Fam108B, FP-Rh probe fluorescence polarization; inhibition, % at 9.51 µM; actives 0.33% (n = 300,000);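 active = inhibition above the screen mean inhibition plus 3 SD, computed separately per campaign, cut at about 18% in these data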;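 note: inhibitors lower polarization as less probe binds the enzyme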
# MEX-5 binding: C. elegans MEX-5 TCR-2 RNA binding activity | MEX-5/FITC-TCR2 RNA binding, fluorescence polarization; active compounds read low | activity score (negative = inhibition of binding), % at 10 µM | actives 0.38% (n = 300,000) | AID 1832;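 active = inhibition past about -25% in most replicates, and total fluorescence under double the plate's negative control median, limit read from the data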;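 note: 0% = DMSO and -100% = 5 µM competing unlabeled TCR2 RNA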
# Target sequence (Q9XUB2 whole entry, looked up): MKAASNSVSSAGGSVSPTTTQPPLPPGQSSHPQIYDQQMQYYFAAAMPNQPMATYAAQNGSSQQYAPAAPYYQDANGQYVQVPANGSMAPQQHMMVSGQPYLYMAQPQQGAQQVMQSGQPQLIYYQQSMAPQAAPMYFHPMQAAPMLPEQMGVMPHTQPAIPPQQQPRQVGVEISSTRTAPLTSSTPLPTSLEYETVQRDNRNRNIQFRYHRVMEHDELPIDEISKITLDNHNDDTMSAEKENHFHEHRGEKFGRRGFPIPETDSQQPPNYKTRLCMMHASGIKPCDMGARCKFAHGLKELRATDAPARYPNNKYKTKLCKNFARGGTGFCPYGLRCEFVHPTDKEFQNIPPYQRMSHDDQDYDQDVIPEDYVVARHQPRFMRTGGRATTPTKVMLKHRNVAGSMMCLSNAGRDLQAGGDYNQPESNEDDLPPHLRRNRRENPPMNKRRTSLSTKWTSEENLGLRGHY
# PAD4 FP inh: PAD4 (human) enzyme inhibition; Q9UM07; actives 0.41% (n = 330,000); recombinant PAD4, RCA probe fluorescence polarization; inhibition, % at 6.36 µM;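 active = percent inhibition above a cutoff equal to the mean of all tested compounds plus 3 SD, cut at about 15% in these data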;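 note: 0% = PAD4 with RCA probe and DMSO and 100% = probe without PAD4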
# TPT1 inh: inhibitors of Candida albicans tRNA 2'-phosphotransferase TPT1; recombinant caTPT1, FP RNA substrate dephosphorylation; inhibition, % at 5 µM; actives 0.81% (n = 300,000);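 active = inhibition above the mean of all tested compounds plus 3 SD, set per screening campaign, cut at about 24% in these data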;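 note: plate controls were DMSO alone for no effect and ferristatin control at 100 nM for full effect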
# GSTO1 inh: GSTO1 inhibition, counter-screen for RBBP9 inhibitors. recombinant GSTO1, activity-based probe fluorescence polarization. inhibition, % at 5.96 µM. actives 1.1% (n = 300,000);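 active = inhibition above the campaign mean inhibition plus 3 SD, cut at about 35% in these data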;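 note: 0% = GSTO1-1 with DMSO and 100% = wells lacking GSTO1-1 enzyme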
# GLD-1 RNA inh: GLD-1-TGE RNA interaction inhibition (C. elegans) | Q17339 | purified GLD-1 + fluorescein TGE RNA, fluorescence polarization | inhibition, % at 5.96 µM | actives 0.44% (n = 320,000) | AID 2280;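 active = percent inhibition above a per-plate cutoff, the plate mean of test compounds plus 3 SD, cut at about 30% in these data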;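 note: 0% = DMSO wells with GLD-1 and probe and 100% = wells lacking GLD-1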
# Target sequence (Q17339 whole entry, looked up): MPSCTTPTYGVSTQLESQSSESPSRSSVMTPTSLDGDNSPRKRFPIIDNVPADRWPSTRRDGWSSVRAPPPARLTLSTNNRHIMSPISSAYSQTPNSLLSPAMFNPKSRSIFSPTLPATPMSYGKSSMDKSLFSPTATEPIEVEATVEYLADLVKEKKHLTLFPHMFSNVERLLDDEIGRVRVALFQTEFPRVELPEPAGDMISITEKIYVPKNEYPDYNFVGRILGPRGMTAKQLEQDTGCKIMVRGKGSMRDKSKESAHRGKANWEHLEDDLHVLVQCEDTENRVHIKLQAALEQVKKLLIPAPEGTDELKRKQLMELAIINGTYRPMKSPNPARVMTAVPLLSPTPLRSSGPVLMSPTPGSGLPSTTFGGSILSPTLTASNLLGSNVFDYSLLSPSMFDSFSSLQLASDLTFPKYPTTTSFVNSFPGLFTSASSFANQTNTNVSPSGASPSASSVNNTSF
# MCL1-BIM inh: disrupts human MCL1 binding to BIM-BH3 peptide; Q07820; GST-MCL1 / FITC-Bim-BH3 fluorescence polarization; inhibition, % at 10.9 µM; actives 0.68% (n = 320,000); AID 2057;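 active = inhibition above the mean inhibition of all tested compounds plus 3 SD, set per campaign, cut at about 40% in these data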;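 note: 0% = DMSO wells and 100% = unlabeled Bim-BH3 peptide control; higher means more loss of mP so more displacement of Bim peptide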
# BCLXL inh: inhibitors of human Bcl-xL. GST-Bcl-xL / FITC-Bim BH3 peptide fluorescence polarization. actives 0.7% (n = 320,000). inhibition, % at 10.9 µM;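 active = inhibition above the mean of all tested compounds plus 3 SD, cutoff set per campaign, cut at about 30% in these data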;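 note: 0% = DMSO wells and 100% = unlabeled Bim-BH3 peptide competitor; inhibitors lower millipolarization by displacing the labeled peptide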
# PME-1 primary: PME-1 (human) inhibition; Q9Y570; recombinant PME-1, FP-Rh probe fluorescence polarization; inhibition, % at 5.9 µM; actives 0.53% (n = 320,000);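 active = inhibition above the campaign mean of all compounds plus 3 SD, cut at about 26% in these data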;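 note: competitive labeling of PME-1 active site by serine hydrolase directed probe; 0% = PME-1 with DMSO and 100% = wells lacking PME-1 enzyme; inhibitors block probe labeling so polarization falls and inhibition rises; many of its hits are not listed in these tables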
# The depositor's hits bear a star; / = not tested or not shown. These rows are one share of the data; the hit share may differ from the screen's.
# Preview (3 entries):
no.	SMILES	GSTO1 inh	PME-1 primary	PAD4 FP inh	MCL1-BIM inh	Fam108B inh	GLD-1 RNA inh	TPT1 inh	BCLXL inh	MEX-5 binding
1	CCCNC(=O)c1ccc(Cn2c(=S)[nH]c3c([nH]c4ccc(OC)cc43)c2=O)cc1	2	-2	-6	-17	-6	-1	1	-3	-2.0
2	Cc1nn(CC(=O)NCc2cccnc2)c(=O)c2ccccc12	1	-3	-3	-1	-2	-3	-3	2	3.1
3	CC1(C)N=C(c2ccc(Cl)cc2)C(=O)N1	-5	2	-4	7	3	-3	2	2	1.5

# All compounds of this part, from the first entry:
no.	SMILES	GSTO1 inh	PME-1 primary	PAD4 FP inh	MCL1-BIM inh	Fam108B inh	GLD-1 RNA inh	TPT1 inh	BCLXL inh	MEX-5 binding
1	CCCNC(=O)c1ccc(Cn2c(=S)[nH]c3c([nH]c4ccc(OC)cc43)c2=O)cc1	2	-2	-6	-17	-6	-1	1	-3	-2.0
2	Cc1nn(CC(=O)NCc2cccnc2)c(=O)c2ccccc12	1	-3	-3	-1	-2	-3	-3	2	3.1
3	CC1(C)N=C(c2ccc(Cl)cc2)C(=O)N1	-5	2	-4	7	3	-3	2	2	1.5
4	COc1cccc(/C(O)=C2/C(=O)C(=O)N(CCN3CCOCC3)C2c2cccs2)c1 (configuration not stated)	1	-7	6	2	1	1	-2	0	0.7
5	COc1ccc(C(=O)NC(C)c2ccc(-n3ccnc3)cc2)c(OC)c1 (configuration not stated)	3	4	-2	-3	-1	1	-2	-1	0.8
6	COCCN(Cc1ccccc1)C(=O)c1cc(S(=O)(=O)N2CCCCCC2)ccc1OC	0	5	-3	1	3	4	0	4	-1.0
7	CN(C)CCCNC(=O)c1cc(C(=O)c2ccccc2)c[nH]1	3	3	-3	4	0	-4	-1	-1	0.5
8	CCSc1nc(N)nc(-c2cccs2)c1C#N	-19	-4	-4	1	-7	4	0	-1	/
9	COc1ccc(NC(=O)c2cc(-c3ccc(C)c(C)c3O)n[nH]2)cc1Cl	-8	-37	-1	3	-13	4	4	4	2.0
10	CC(C)n1c(NCc2c[nH]c3ccccc23)nc2ccccc21	3	1	-5	-8	0	2	-1	2	2.0
11	CC(C)OC(=O)NCCOC(=O)Nc1ccc(Cl)cc1	-2	-3	-4	3	-1	4	-2	5	-0.8
12	CCOC(=O)Cn1nc(NC(=O)c2ccc(C(=O)OC)cc2)cc1C	-2	-5	-3	3	2	-5	-2	2	-1.0
13	CCOC(=O)[C@@H]1[C@H]2COc3ccccc3[C@@H]2N2C(=O)N(c3ccccc3)C(=O)[C@@]12C	4	4	0	2	-1	12	0	1	0.6
14	COc1cc(S(=O)(=O)N2CCN(c3ccccc3F)CC2)ccc1Cl	-3	-7	1	2	-1	2	1	-2	0.2
15	CCOc1ccc(NC(=O)CN(C)S(=O)(=O)c2ccc(-c3ccc(=O)[nH]n3)s2)cc1	-10	-10	3	5	-8	2	4	1	-2.9
16	CC(C)(C)NC(=O)CN(C(=O)C1(C)CC(=O)N=C2C=CC=CN21)C1CCCC1 (configuration not stated)	4	-3	3	-2	1	-5	-1	1	0.5
17	O=C(COC(=O)C1CCCO1)Nc1cccc(C(F)(F)F)c1 (configuration not stated)	10	-2	-1	5	2	12	2	3	4.6
18	CC(C)C1O/C(=N/C(=O)Nc2ccc(Cl)c(Cl)c2)NC1=O (configuration not stated)	-8	-51	-3	3	-40	10	-1	4	-0.1
19	CC(C)Oc1ccccc1/C=N/n1nnnc1N	10	-8	2	9	1	7	0	8	0.3
20	Cc1ccc(C(=O)NCCNC(=O)COc2ccc(Cl)cc2)cn1	-2	-2	1	2	0	7	3	0	-0.8
21	COC(=O)c1cc(C(=O)N2CCOCC2)cc([N+](=O)[O-])c1	10	3	-6	-2	-4	-3	-1	-6	-4.1
22	COc1cc(CN(C(=S)NCC(=O)NC2CC2)C2CCCC2)cc(OC)c1OC	-2	2	2	1	5	3	1	4	4.2
23	CC(C)C[C@H](NC(=O)[C@@H]1Cc2ccccc2CN1)C(=O)Nc1ccc(C(C)C)cc1	0	1	-1	0	-1	-4	-2	3	-3.4
24	Cc1oc(-c2ccccc2F)nc1CS(=O)CC(=O)NCc1ccc(Cl)cc1 (configuration not stated)	2	-3	-1	3	-3	1	-2	4	-1.8
25	CN(Cc1n[nH]c(=S)n1C)S(=O)(=O)c1ccccc1	8	-3	-5	-14	3	-8	-3	-8	2.0
26	CC(=O)NCCc1ccc(S(=O)(=O)N(C)C2CCS(=O)(=O)C2)cc1 (configuration not stated)	-2	-1	-3	3	1	2	1	2	1.6
27	COc1cccc(/C=N/NC(=S)Nc2cccc(C(=O)O)c2)c1	-1	0	-1	12	-2	5	3	9	-1.6
28	O=C(CN1C(=O)C2C3C=CC(C3)C2C1=O)NCc1ccccc1 (configuration not stated)	9	-10	-3	7	0	2	0	1	-1.4
29	CCOC(=O)N1CCN(S(=O)(=O)c2ccc3c4c(cccc24)C(=O)N3)CC1	-7	5	-2	-10	2	6	-2	2	-1.0
30	Cc1c(C#N)c(SCC(N)=O)nc2c1CCCC2	0	0	0	-6	7	6	-1	0	-2.1
31	O=C(C1CCC1)N1CCc2cc(S(=O)(=O)NCCCN3CCCCC3)ccc21	-2	-1	-3	-7	-3	-3	-2	-9	2.5
32	CCOC(=O)C(NC(C)=O)(OCc1ccc(F)cc1)C(F)(F)F (configuration not stated)	1	1	3	6	-4	4	2	6	0.1
33	COc1ccccc1NC(=O)NCCN1CCN(c2cccc(Cl)c2)CC1	1	5	-7	0	-4	7	2	2	3.6
34	CCOC(=O)N1CCN(C(=O)C2CCN(S(=O)(=O)c3ccc(NC(C)=O)cc3)CC2)CC1	3	2	3	6	3	-1	-4	4	2.1
35	COc1ccc2occ(NC(C)=O)c2c1	10	1	0	20	-3	11	-3	1	1.9
36	Cc1ccc(S(=O)(=O)NCCC(=O)NC2CCCC2)cc1	5	0	2	15	2	8	1	5	0.0
37	CCOC(=O)C(=O)C1=C(N2CCOCC2)/C(=C\c2cccc([N+](=O)[O-])c2)CC1	1	-8	-5	5	0	6	-6	1	1.3
38	COc1ccc(-n2c(SCC(=O)/C(C#N)=C(\C)N)nc3ccccc3c2=O)cc1OC	5	-1	2	6	-1	6	5	6	1.6
39	CCN1CCN(C(=O)CSCc2nc(-c3ccc(OC)c(OC)c3)oc2C)CC1	1	4	0	4	2	0	0	4	-1.6
40	CCOc1ccc(N(CC(=O)NCc2ccc(F)cc2)S(=O)(=O)c2c(C)noc2C)cc1	2	-2	3	10	0	-11	-5	4	0.9
41	Cn1ncc2c(O/N=C(\N)c3ccc(C(F)(F)F)cc3)ncnc21	3	-3	-2	-8	2	-4	-3	1	0.6
42	O=C(c1ccco1)N1N=C(c2cccs2)CC1c1ccco1 (configuration not stated)	1	-3	0	4	4	-3	3	3	1.2
43	CC(CC(=O)O)CC(=O)Nc1ccc(S(N)(=O)=O)cc1 (configuration not stated)	-6	7	0	6	-1	11	-3	2	-2.3
44	COc1ccc(C(Nc2cccc([N+](=O)[O-])c2)P(=O)(OC(C)C)OC(C)C)cc1 (configuration not stated)	8	6	-1	0	1	7	-1	6	-2.4
45	CCc1ccccc1NC(=S)N(CCN1CCOCC1)C1CCN(C(C)=O)CC1	3	-9	-1	6	2	-3	-2	4	-0.2
46	CSC(=NNC(=O)c1ccccc1O)SC	7	7	-9	-4	-1	1	2	-8	-0.2
47	CC(=O)Nc1cccc(NC(=O)c2ccccc2OCc2c(C)noc2C)c1	2	-5	2	6	1	1	-3	3	-1.3
48	CC(Cc1ccccc1)NC(=O)CCCN1C(=O)c2ccccc2C1=O (configuration not stated)	1	0	-1	-2	-2	4	1	2	2.6
49	Cc1c(Cc2ccccc2)c(=O)oc2c(C)c(OCC(=O)NCC3CCC(C(=O)O)CC3)ccc12 (configuration not stated)	-21	3	-2	0	-1	-10	-1	6	-1.9
50	CC(C)(C)C(=O)COC(=O)CNC(=O)c1ccc(Oc2ccccc2)cc1	-4	-1	4	-1	-1	0	-5	-1	2.2
51	COc1ccc(NC(=O)CSc2nnnn2C2CC3C=CC2C3)cc1 (configuration not stated)	1	-3	-4	2	-2	-4	0	1	1.6
52	COc1ccc(Cc2nnc(NC(=O)c3c(-c4ccccc4)noc3C)s2)cc1OC	1	-1	-2	-4	0	3	1	3	-1.8
53	CCCCN(C(=O)CSc1nnc(Nc2ccccc2)s1)c1c(N)n(CCC)c(=O)[nH]c1=O	-4	-2	20*	0	-11	9	1	-5	0.5
54	COc1ccc(C(=O)n2cnnc2N)cc1	1	0	-2	-7	1	-2	0	0	-1.1
55	CCN(CC(=O)Nc1ccc(OC)cc1)CC(=O)Nc1cccc(C#N)c1	3	-4	-5	2	1	1	4	-1	0.4
56	COc1ccc(NC(=O)C2CC(=O)OC2(C)C)cc1 (configuration not stated)	1	0	-1	3	-3	8	-2	-1	2.6
57	O=C(NCc1ccco1)/C(=C/C=C\c1ccccc1)NC(=O)c1ccc(Br)o1	3	1	-3	2	0	-1	2	1	2.4
58	O=C(CSc1cn[nH]n1)Nc1ccc(Cl)cc1Cl	12	7	1	-5	2	2	-2	0	1.8
59	COc1ccc(NC(=O)CSc2nnc(NC(=O)C3CC3)s2)cc1OC	-3	-3	2	2	5	1	1	2	-0.6
60	CCOC(=O)c1sc(=NC(=O)c2ccc(Cl)s2)n(C)c1C	-6	-2	-1	3	-2	-1	-2	4	-3.2
61	COc1ccccc1N(CC(=O)NCCSC(C)(C)C)S(C)(=O)=O	-5	-10	-1	-2	-2	5	1	0	-1.2

# Part of the list above, set out differently:
(44) COc1ccc(C(Nc2cccc([N+](=O)[O-])c2)P(=O)(OC(C)C)OC(C)C)cc1 (configuration not stated)
- GSTO1 inh: 8
- PME-1 primary: 6
- PAD4 FP inh: -1
- MCL1-BIM inh: 0
- Fam108B inh: 1
- GLD-1 RNA inh: 7
- TPT1 inh: -1
- BCLXL inh: 6
- MEX-5 binding: -2.4

(59) COc1ccc(NC(=O)CSc2nnc(NC(=O)C3CC3)s2)cc1OC
- GSTO1 inh: -3
- PME-1 primary: -3
- PAD4 FP inh: 2
- MCL1-BIM inh: 2
- Fam108B inh: 5
- GLD-1 RNA inh: 1
- TPT1 inh: 1
- BCLXL inh: 2
- MEX-5 binding: -0.6

# Bioassay records deposited in PubChem BioAssay by several laboratories.
